High-throughput results (PubChem BioAssay)
H1N1 NS1A inhibition: H1N1 influenza NS1A inhibitors, functional cell based assay (AID 504329). hit rate 0.3% among 340,000. inhibition, % at 12.5 µM; hits with a dose series show IC50 in µM. NS1A functional cell-based assay, percent inhibition; higher % means a stronger effect; in the data active = a potency from the dose series; inconclusive = inhibition above about 27% without an active follow-up result; also: strong numbers were not always called active
M. tuberculosis HTS: M. tuberculosis growth inhibition, HTS (AID 449762). M. tuberculosis H37Rv growth inhibition, 7H9 media; higher % means a stronger effect. one-dose inhibition, % at 25 µM; IC50 in µM for titrated hits. hit rate 0.59% among 330,000; in the data active = a potency from the dose series; inconclusive = inhibition above about 70% without an active follow-up result;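 also: bacterial growth assessed after seven days of incubation; strong numbers were not always called active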
VEEV TC-83 Vero: inhibitors of VEEV TC-83 cytopathic effect, confirmation, Vero cells (AID 588727). Vero cells, VEEV TC-83 cytopathic effect inhibition; higher % means a stronger effect. hit rate 0.13% among 350,000. inhibition, % at 20 µM; hits with a dose series show IC50 in µM; in the data active = a potency from the dose series; inconclusive = inhibition mostly from about 14% at the one dose, without a potency; inactive = the rest, 99 in 100 with inhibition below about 12%; also: strong numbers were not always called active
PhoP GFP inhibition: Inhibition of PhoP regulon, Salmonella typhi GFP reporter cells, confirmation, 4 h (AID 1850). one-dose inhibition, % at 50 µM; IC50 in µM for titrated hits. hit rate 0.33% among 310,000. Salmonella Typhi PhoP-promoter GFP reporter, fluorescence, 4 h; higher % means a stronger effect; in the data active = a potency from the dose series; inconclusive = inhibition mostly from about 25% at the one dose, without a potency; inactive = the rest, 99 in 100 with inhibition below about 19%;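 also: 0% = induced wells with vehicle and 100% = uninduced wells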
tuberculosis growth: growth inhibition of non-replicating M. tuberculosis (AID 488890). hit rate 0.39% among 320,000. inhibition, % at 25 µM, or IC50 in µM where a hit was titrated. Mycobacterium tuberculosis non-replicating, growth inhibition; higher % means a stronger effect; in the data active = a potency from the dose series; inconclusive = inhibition mostly from about 82% at the one dose, without a potency; inactive = the rest, 99 in 100 with inhibition below about 76%;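 also: plate controls were DMSO cells for no effect and high antibiotic wells for full effect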
* hit, by the source's call; i = inactive; ? = inconclusive; . = not tested or not shown. Compounds were not picked by outcome; 1.4% or so of the library scored in one or more.

SMILES	H1N1 NS1A inhibition	M. tuberculosis HTS	VEEV TC-83 Vero	PhoP GFP inhibition	tuberculosis growth
CCOc1ccc(NC(=O)CSc2nnc(Cn3cnc4ccccc43)n2C)cc1	2%	-3%	0.5%	-10%	3%
COCCN(CC(=O)NCC1CCCO1)C(=O)CCC(=O)Nc1ccccn1 (configuration not stated)	1%	-1%	i	11%	-5%
O=C(NCc1ccccc1)c1ccc(Cl)c(S(=O)(=O)N2CCCC2)c1	-10%	-1%	5.8%	.	17%
Cc1cc(C)cc(NC(=O)C2CC3CCC2C3)c1 (configuration not stated)	-4%	11%	0.2%	-5%	32%
Cc1cc(/C=C(\C#N)C(=O)NCc2cccs2)c(C)[nH]1	-3%	11%	1.5%	-7%	17%
CCN1CCN(c2ccc(S(=O)(=O)N3CCCCC3)cc2NC(=O)Cc2ccc(OC)cc2)CC1	-3%	-3%	2.1%	-3%	13%
COCCn1c(SCC(=O)NC2CCCCC2)nc2c(c1=O)SCC2	-8%	9%	3.2%	-10%	-5%
O=[N+]([O-])c1ccc(CSc2nnc(-c3cccnc3)o2)cc1	-1%	4%	0.2%	-1%	0.81µM*
CC(C)C[C@H]1CN=C(Nc2ccccc2)N1CCC1CCCC1	-4%	5%	i	6%	65%
CC(C)c1ccc(C2(C)NC(=O)N(CC(=O)N3CCN(C(=O)c4cccs4)CC3)C2=O)cc1 (configuration not stated)	-4%	-4%	1.9%	.	14%
CCOC(=O)C1CCN(C(=O)c2cc3cc4ccc(OC)cc4nc3o2)CC1	2%	14%	3.2%	2%	11%
FC(F)Oc1ccccc1NC(=S)Nc1cccnc1	-16%	-6%	i	2%	12%
Cn1c(=O)n(CC(=O)NC2CCCCC2)c(=O)c2ccccc21	-14%	10%	0.3%	-1%	-18%
COC(=O)c1ccc(NC(=O)c2cccc(C)c2[N+](=O)[O-])cc1	-12%	6%	2.3%	-4%	31%
OC[C@H]1O[C@@H](n2cnc3cc(Cl)c(Cl)cc32)[C@H](O)[C@@H]1O	3%	9%	2.5%	3%	-14%
COc1cccc(C(=O)NC2C(=O)N3C(C(=O)O)=C(COC(C)=O)CSC23)c1 (configuration not stated)	-5%	-6%	1.4%	.	-12%
Cc1cccnc1NC(=O)Nc1cccc(Cl)c1	-2%	13%	i	-2%	5%
CC(C)c1ccc(C(=O)NCc2ccc(Cl)cc2)cc1	-4%	7%	i	-6%	25%
Cc1ccc2c(c1)NC(=O)C(CC(=O)NCCCN1CCCCC1C)O2 (configuration not stated)	7%	0%	0.4%	-9%	3%
Cn1c(N2CCN(C(=O)NC34CC5CC(CC(C5)C3)C4)CC2)nc2ccccc21	1%	4%	1.3%	-10%	14%
Cc1ccc(S(=O)(=O)N2CCN=C2SCc2cccnc2)cc1	-1%	6%	i	1%	3%
CCN(C(=O)CSc1nc2nc(C)cc(C)n2n1)c1ccccc1	-10%	-3%	0.2%	-11%	1%
CN(Cc1cc(Cl)cc(Cl)c1O)Cc1c(O)ccc2ccccc12	-14%	.	1.5%	.	.
Cc1ccc(C)c(C(=O)COC(=O)c2ccccc2N2C(=O)C3C4CCC(C4)C3C2=O)c1 (configuration not stated)	0%	-11%	2.0%	-1%	20%

Part of the list above with just VEEV TC-83 Vero.
| mol | VEEV TC-83 Vero |
| --- | --- |
| CCN(C(=O)CSc1nc2nc(C)cc(C)n2n1)c1ccccc1 | 0.2% |
| O=C(NCc1ccccc1)c1ccc(Cl)c(S(=O)(=O)N2CCCC2)c1 | 5.8% |

Next results:
SMILES	H1N1 NS1A inhibition	M. tuberculosis HTS	VEEV TC-83 Vero	PhoP GFP inhibition	tuberculosis growth
O=C1CCCc2ccccc2N1Cc1ccc(Cl)cc1	-12%	-1%	2.7%	11%	15%
O=C(O)c1ccc(NC(=O)c2cccc(S(=O)(=O)Nc3ccc(C(=O)O)cc3)c2)cc1	2%	-2%	2.2%	-6%	5%
CCCOc1ccc(S(=O)(=O)N2CCCC2)cc1[N+](=O)[O-]	-4%	11%	0.3%	-20%	-2%
O=C(CSCc1ccccc1)Nc1cc([N+](=O)[O-])ccc1F	8%	8%	1.0%	-8%	?
CCC(=O)Nc1ccc(NC(=S)NC(=O)Cc2ccccc2)cc1	-5%	67%	3.1%	5%	22%
O=C(CCCn1cnc([N+](=O)[O-])n1)Nc1ccc(Cl)cc1Cl	13%	7%	i	-2%	-3%
Cc1nc(N2CCN(c3ccccn3)CC2)c2c(C)c(C(=O)Nc3ccccc3F)sc2n1	3%	14%	4.7%	4%	4%
O=C(O)C(Cc1ccccc1)NS(=O)(=O)c1ccc(Cl)cc1 (configuration not stated)	18%	-4%	i	6%	-10%
CCOC(=O)c1cc2c(C)nn(-c3ccccc3)c2s1	-3%	-1%	0.5%	6%	-5%
O=c1[nH]c(NCCO)nnc1Cc1ccccc1	1%	2%	0.9%	1%	-3%
CCOC(=O)C1(Cc2cccc(OC)c2)CCN(Cc2ccc3c(c2)OCCO3)CC1	-6%	6%	i	17%	28%
COC(=O)C1=C(C)N(CCCC(=O)O)C(=O)NC1c1ccc(-c2ccccc2)cc1 (configuration not stated)	-24%	-1%	0.4%	-6%	-9%

Part of the list above, with each value named.
CCCOc1ccc(S(=O)(=O)N2CCCC2)cc1[N+](=O)[O-]
  H1N1 NS1A inhibition = -4%
  M. tuberculosis HTS = 11%
  VEEV TC-83 Vero = 0.3%
  PhoP GFP inhibition = -20%
  tuberculosis growth = -2%

O=C(CSCc1ccccc1)Nc1cc([N+](=O)[O-])ccc1F
  H1N1 NS1A inhibition = 8%
  M. tuberculosis HTS = 8%
  VEEV TC-83 Vero = 1.0%
  PhoP GFP inhibition = -8%
  tuberculosis growth = ?

CCC(=O)Nc1ccc(NC(=S)NC(=O)Cc2ccccc2)cc1
  H1N1 NS1A inhibition = -5%
  M. tuberculosis HTS = 67%
  VEEV TC-83 Vero = 3.1%
  PhoP GFP inhibition = 5%
  tuberculosis growth = 22%

O=C(CCCn1cnc([N+](=O)[O-])n1)Nc1ccc(Cl)cc1Cl
  H1N1 NS1A inhibition = 13%
  M. tuberculosis HTS = 7%
  VEEV TC-83 Vero = i
  PhoP GFP inhibition = -2%
  tuberculosis growth = -3%

Of the compounds above, these have a COOH group:
SMILES	H1N1 NS1A inhibition	M. tuberculosis HTS	VEEV TC-83 Vero	PhoP GFP inhibition	tuberculosis growth
COc1cccc(C(=O)NC2C(=O)N3C(C(=O)O)=C(COC(C)=O)CSC23)c1 (configuration not stated)	-5%	-6%	1.4%	.	-12%
O=C(O)c1ccc(NC(=O)c2cccc(S(=O)(=O)Nc3ccc(C(=O)O)cc3)c2)cc1	2%	-2%	2.2%	-6%	5%
O=C(O)C(Cc1ccccc1)NS(=O)(=O)c1ccc(Cl)cc1 (configuration not stated)	18%	-4%	i	6%	-10%
COC(=O)C1=C(C)N(CCCC(=O)O)C(=O)NC1c1ccc(-c2ccccc2)cc1 (configuration not stated)	-24%	-1%	0.4%	-6%	-9%

The results go on.
SMILES	H1N1 NS1A inhibition	M. tuberculosis HTS	VEEV TC-83 Vero	PhoP GFP inhibition	tuberculosis growth
COc1cc2[nH]c(=O)n(CCC(=O)NCCC(C)C)c(=O)c2cc1OC	-2%	-2%	6.5%	-11%	-11%
CC(=O)Nc1ccnn1C1CCN(C(=O)c2cccc(C)c2C)CC1	4%	0%	0.3%	-7%	-23%
NC(=O)COC(=O)c1ccccc1SCC(=O)NC1CCCCCC1	-4%	0%	1.3%	3%	-10%
COc1cccc(/C=N/Nc2ncnc3c2[nH]c2ccc(C)cc23)c1OC	-12%	3%	12%	-5%	-3%
COc1cccc(C=Nc2cccnc2)c1O	.	-6%	.	2%	8%
Cc1nc(CNS(=O)(=O)c2cccnc2)cs1	5%	2%	0.3%	-13%	-3%
O=S(=O)(N/N=C\c1ccccc1O)c1ccc(Cl)cc1	0%	-7%	i	-3%	22%
Cc1cc2c(=O)[nH]cnc2s1	3%	2%	2.5%	-7%	7%
CCOC(=O)[C@@H]1[C@H]2COc3cc(OC)ccc3[C@@H]2N2C(=O)N(c3cccc(C)c3)C(=O)[C@]12C	2%	4%	0.7%	.	11%
COc1ccc(C2c3c(nc(C)[nH]c3=O)Oc3c2c(=O)oc2ccccc32)cc1 (configuration not stated)	.	-13%	.	2%	-8%
CCOC(=O)N/N=C/c1cc(C)n(-c2ccccc2)c1C	7%	2%	0.3%	-6%	12%
Cc1cc(C)c(CN2CCN(CCCn3ccc(NC(=O)OCc4ccccc4)nc3=O)CC2)c(C)c1	-8%	.	i	.	.
Cc1ccc(C)c(N2CCN(CCN3CCCCC3)CC2)c1	-4%	1%	1.1%	3%	-7%
Cc1csc(SCCn2c(N3CCOCC3)nc3c2c(=O)[nH]c(=O)n3C)n1	4%	-4%	0.5%	3%	-5%
Nc1c2c(nc3sc4c(c13)CCCC4)CCCCC2	3%	?	i	-6%	49%
COc1ccc(NC(=S)c2ccncc2)cc1	2%	1%	i	-9%	-1%
CC(=O)NC12CC3CC(C1)CC(C(=O)Oc1ccc(N(C)S(=O)(=O)c4cc(C)ccc4C)cc1)(C3)C2	-6%	8%	5.2%	-8%	47%
COc1ccccc1C1C(C#N)=C(N)Oc2c1oc(CO)cc2=O (configuration not stated)	11%	-6%	i	2%	-9%
COc1cccc(C2=NOC(C(=O)N3CCc4ccccc4C3)C2)c1 (configuration not stated)	3%	-7%	0.3%	-10%	44%
C/C=C\C=C/C(=O)Nc1cccc(C2=NOC3(C2)C[C@@H](C(N)=O)N(C(=O)c2ccccc2)C3)c1 (some centres not stated)	.	-1%	.	-1%	3%
CN(C)S(=O)(=O)c1ccc(C(=O)Nc2ccn(C)n2)cc1	-2%	-8%	0.5%	10%	-9%
N#C/C(=C(/O)COC(=O)c1ccc(O)cc1)c1nc2ccccc2[nH]1	-16%	-4%	3.1%	7%	10%
O=C(CN1CCCCCC1=O)OCc1ncc(-c2ccccc2)o1	9%	-9%	4.1%	-6%	-19%
O=C(CNS(=O)(=O)c1ccc(Cl)cc1)NC1CCCCC1	-14%	-3%	1.8%	.	19%
CSc1ccc(C(=O)C2CCCN(Cc3cnc(SC)nc3)C2)cc1 (configuration not stated)	12%	29%	i	-5%	?
O=C(O)c1ccc(CN2C(=O)c3cccc4c([N+](=O)[O-])ccc(c34)C2=O)cc1	-24%	.	7.7%	.	.
CCn1nc(-c2ccccc2)nc2c(=O)n(C)c(=O)nc1-2	9%	?	9.2%	15%	.
COc1cccc(CNS(=O)(=O)c2cc3c4c(c2)CCC(=O)N4CCC3)c1	13%	0%	6.6%	1%	2%
O=S(=O)(c1ccccc1)c1nc(-c2ccc(Cl)cc2)oc1NCCCN1CCOCC1	-3%	.	7.0%	.	.
Cc1ccc(S(=O)(=O)NCCNC(=O)c2nonc2N)cc1	-13%	-4%	0.7%	0%	-11%
CC(=O)Oc1ccc(-c2cccc(C(=O)Oc3ccccc3)c2)cc1	-18%	?	6.0%	11%	?
O=C1CC(NNc2nc3ccccc3s2)C(=O)N1c1ccc(F)cc1 (configuration not stated)	-14%	-4%	2.5%	3%	-16%
Fc1ccc(OCc2nc3ccccc3s2)cc1	7%	4%	2.7%	-7%	23%
CCN(CC)S(=O)(=O)c1ccc(C(=O)Nc2c3c(nn2C(C)(C)C)CS(=O)(=O)C3)cc1	2%	-1%	1.9%	-1%	18%
CCOC(=O)c1c(C)[nH]c(C(=O)COC(=O)c2oc3ccc(OC)cc3c2C)c1C	-3%	-1%	1.0%	-17%	2%
N#Cc1cccc(C(=O)OCC(=O)N2CCCc3ccccc32)c1	2%	0%	3.2%	9%	18%
CC(=O)NCC(=O)N1CCC(n2nccc2NC(=O)CCCc2ccccc2)CC1	-9%	-10%	i	-9%	-3%
O=C(Nc1ccc2c(c1)OCO2)c1ccc(Br)o1	-1%	11%	1.7%	-9%	?
Cc1ccc(Cn2nnc(C(=O)Nc3cc(C)ccc3C)c2N)cc1	-4%	-3%	5.0%	1%	-8%
Cc1ccc(S(=O)(=O)N(OCc2ccccc2)C(C)C(=O)O)cc1 (configuration not stated)	.	2%	2.8%	-19%	1%
COc1ccc2c(c1)c(C(=O)CN1CCOCC1)c(C)n2C	5%	-12%	0.6%	20%	-5%
Cc1cc(=O)oc(C)c1C(=O)OCC(=O)c1ccc2ccccc2c1	6%	1%	6.4%	-6%	2%
CC(=O)N1C(=O)C2(C(C#N)=C(N)Oc3cc(C)oc(=O)c32)c2ccccc21 (configuration not stated)	4%	-1%	5.6%	-8%	-5%
COc1ccc(N=C2C(=Nc3ccc(OC)cc3)N(c3ccc(OC)cc3)C(=S)N2C)cc1	17%	22%	1.7%	9%	8%
CCN(CC)CCNc1nc2nonc2nc1NCCN(CC)CC	-12%	-2%	0.1%	3%	-2%
